Hep lipid drop: modulators of hepatic lipid droplet formation; AML12 mouse hepatocytes, oleate lipid droplets, BODIPY imaging; inhibition, % at 6.5 µM; 240,000 compounds, 0.4% hits;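 active = lipid droplet intensity inhibited by at least 50%, with more than 500 cells counted; inconclusive = wells with under 300 cells, treated as cytotoxic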
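Assay system: AML12 hepatocytes (mouse); Probe or stimulus: oleic acid at 100 µM to induce lipid droplet formation; Dosing: compound at 6.5 µM only; Schedule: compound with oleate, overnight; Detection: fluorescence imaging, 20x objective, two fields per well; Measure: % inhibition of lipid droplet signal.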
AID2073: inhibitors of Mint1-CaV2.2 protein interaction, biochemical, HTRF (AID 2073) | HTRF protein-protein interaction, Mint1-CaV2.2; higher % means a stronger effect | inhibition, % at 20 µM, or IC50 in µM where a hit was titrated | 290,000 compounds, 0.19% hits; in the data active = inhibition mostly above about 51%, no sharp cut-off; inconclusive = no clear call, values can overlap the other calls; inactive = mostly below about 53%; also: some results filed as inactive read as strong as hits
LYP inhibition: inhibitors of LYP phosphatase, biochemical, fluorescence intensity, uHTS (AID 1779); 290,000 compounds, 0.054% hits; recombinant LYP phosphatase, fluorescence intensity; higher % means a stronger effect; inhibition, % at 11.5 µM; hits with a dose series show IC50 in µM;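 also: plate controls were vehicle with enzyme for no effect and no enzyme for full effect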
HIV fusion peptide: cell-free HIV fusion peptide-binding blockers – biochemical, uHTS, fluorescence dequenching, primary screen (AID 1986); cell-free peptide binding, fluorescence dequenching, 30 min; higher % means a stronger effect; one-dose inhibition, % at 20 µM; IC50 in µM for titrated hits; 290,000 compounds, 0.3% hits; in the data active = inhibition mostly above about 52%, no sharp cut-off; inactive = mostly below about 76%; also: some results filed as inactive read as strong as hits
NOD2 inhibition: NOD2 signaling inhibitors, cell-based, luminescence, uHTS, HEK293 (AID 1566); HEK293 NOD2/NF-kB luciferase reporter, luminescence; higher % means a stronger effect; one-dose inhibition, % at 4 µM; EC50 in µM for titrated hits; 290,000 compounds, 0.63% hits; also: many of its hits are not listed in these tables
NS5 inhibitors: Dengue-2 NS5 methyltransferase inhibitors, primary screen, biochemical, confirmation dose response (AID 588689) | Dengue-2 NS5 methyltransferase capping enzyme assay, biochemical; higher % means a stronger effect | inhibition, % at 25 µM, or IC50 in µM where a hit was titrated | 340,000 compounds, 0.3% hits; in the data active = a potency from the dose series; inconclusive = inhibition above about 29% without an active follow-up result
XIAP displacement: small molecules displacing peptide from XIAP – biochemical, IAP family, fluorescence polarization (AID 1018) | XIAP BIR domain, fluorescence polarization peptide displacement; higher % means a stronger effect | displacement, % at 20 µM; hits with a dose series show IC50 in µM | 200,000 compounds, 0.007% hits; in the data active = displacement above about 50%; also: a part of the inactive calls stands beside numbers as strong as those of hits
Siah-1 displacement: Siah-1 peptide-binding antagonists, primary screen, biochemical, fluorescence polarization, rhodamine-plectin, uHTS (AID 1817). displacement, % at 20 µM, or IC50 in µM where a hit was titrated. 290,000 compounds, 0.02% hits. Siah-1 / rhodamine-plectin peptide fluorescence polarization; higher % means a stronger effect;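 active = displacement of at least 50% at 20 µM, with a fluorescence ratio check between 0.3 and a set limit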;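 also: plate controls were Siah plus tracer with DMSO for no effect and tracer alone without Siah for full effect; strong numbers were not always called active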
Myeloid diff MLP: promotes myeloid progenitor differentiation; ER-HoxA9 myeloid progenitors, lysozyme-GFP differentiation, flow cytometry; calls only at 10 µM; 360,000 compounds, 1% hits;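 active = normalized GFP-positive differentiation at or above the plate's own cutoff, the solvent-only control mean plus 3 SD; inconclusive = no clear call, values can overlap the other calls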;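 also: cells exposed to compound for four days before flow analysis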
Hep lipid drop cells 6.5 µM: recorded beside Hep lipid drop, whose call it bears; cell count; measured here: cell count, cytotoxicity flag;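 cells counted across two imaged fields per well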
Myeloid diff MLP GFP+ MAC1+ %: second read-out of Myeloid diff MLP, no call of its own (marks repeat the call); GFP+ MAC1+ double positive, %; measured here: differentiation confirmed by MAC1 staining
* = called active by the depositor; i = inactive; ? = inconclusive; / = not tested or not shown. Rule as the data show it, unless noted: active = inhibition above about 50%; inactive = the rest. Some of the compounds tested (hit frequency here may not be typical).

The opening two entries, ahead of the listing:
item	canonical_smiles	Hep lipid drop	Hep lipid drop cells 6.5 µM	AID2073	LYP inhibition	HIV fusion peptide	NOD2 inhibition
1	CC(NC(=O)c1ccc(C(F)(F)F)cc1)C(c1ccccc1)N1CCOCC1 (configuration not stated)	-22	707	11%	-6%	1.7%	23%
2	O=C(CCCN1C(=O)/C(=C/c2cccs2)SC1=S)Nc1cc([N+](=O)[O-])ccc1O	-2	681	10%	-13%	12%	47%

item	NS5 inhibitors	XIAP displacement	Siah-1 displacement	Myeloid diff MLP	Myeloid diff MLP GFP+ MAC1+ %
1	1%	-1.8%	6%	i	0.5
2	-4%	/	-7%	i	7.5

All compounds of this part (from the top)
item	canonical_smiles	Hep lipid drop	Hep lipid drop cells 6.5 µM	AID2073	LYP inhibition	HIV fusion peptide	NOD2 inhibition
1	CC(NC(=O)c1ccc(C(F)(F)F)cc1)C(c1ccccc1)N1CCOCC1 (configuration not stated)	-22	707	11%	-6%	1.7%	23%
2	O=C(CCCN1C(=O)/C(=C/c2cccs2)SC1=S)Nc1cc([N+](=O)[O-])ccc1O	-2	681	10%	-13%	12%	47%
3	C=CCn1c(CCC(O)CCCCC)n[nH]c1=S (configuration not stated)	28	684	6%	-4%	0.5%	11%
4	COc1cccc(OC)c1C(=O)Nc1nnc(-c2cccs2)s1	8	696	4%	-3%	0.9%	-3%
5	COc1ccc(CCNC(=O)CSc2nc3sc(C(=O)O)c(C)c3c(=O)[nH]2)cc1OC	1	791	11%	2%	2.2%	-8%
6	CCOC(=O)C1CCN(S(=O)(=O)c2ccc3[nH]c(=O)ccc3c2)CC1	1	719	-3%	-13%	1.1%	15%
7	NC(=O)C1CCN(c2oc(-c3ccccc3)nc2S(=O)(=O)c2ccc(Br)cc2)CC1	-24	680	10%	-5%	-0.6%	-7%
8	CC(C)(C)n1nc2c(c1NC(=O)c1ccc(S(=O)(=O)N3CCCC3)cc1)CS(=O)C2 (configuration not stated)	11	792	2%	-1%	-0.4%	4%
9	C=CCn1c(-c2cc(OC)c(OC)c(OC)c2)n[nH]c1=S	-6	744	-3%	-1%	0.7%	-12%
10	COc1ccccc1C1CCCN1Cc1nc(-c2ccc(C)s2)oc1C (configuration not stated)	6	691	5%	-5%	3.8%	-36%

item	NS5 inhibitors	XIAP displacement	Siah-1 displacement	Myeloid diff MLP	Myeloid diff MLP GFP+ MAC1+ %
1	1%	-1.8%	6%	i	0.5
2	-4%	/	-7%	i	7.5
3	8%	-4.1%	-1%	i	0.1
4	0%	-7.3%	6%	i	0.8
5	-3%	/	4%	i	0.6
6	1%	/	4%	i	3.0
7	-1%	/	7%	i	0.3
8	8%	-8.9%	-4%	i	0.7
9	-10%	-2.3%	-4%	i	5.8
10	-10%	-2.2%	12%	i	0.7

item	canonical_smiles	Hep lipid drop	Hep lipid drop cells 6.5 µM	AID2073	LYP inhibition	HIV fusion peptide	NOD2 inhibition
11	COc1cc(C(=O)Nc2ccc3c(c2)ncn3C(C)(C)C)cc(OC)c1OC	9	805	3%	-5%	0.0%	16%
12	Cc1onc(-c2c(Cl)cccc2Cl)c1C(=O)Nc1ccc(C(N)=O)cc1	-7	725	6%	-12%	-0.5%	1%
13	NC(=O)Cc1ccc(C(=O)c2ccc(F)cc2)s1	8	741	-6%	-4%	1.4%	-3%
14	c1coc(Cn2c(-c3ccco3)nc3ccccc32)c1	/	/	4%	-4%	0.4%	-10%
15	COc1cccc(/C=C2/C(=O)NN(c3ccc(Br)cc3)C2=O)c1O	-11	801	17%	-1%	16%	-38%
16	COc1ccccc1NC(=O)C1=C(C)Nc2nnnn2C1c1ccccc1OC (configuration not stated)	1	771	0%	0%	-2.0%	5%
17	COc1cccc(/C=C/C(=O)OCC(=O)c2c[nH]c3ccccc23)c1OC	-14	621	14%	-6%	6.5%	29%
18	Cc1ccc(C(=O)N2CCN(Cc3ccc4c(c3)OCO4)CC2)cc1[N+](=O)[O-]	-1	680	8%	0%	-1.7%	13%
19	O=C(CNc1cccc2ccccc12)N/N=C/c1ccccn1	-5	765	-22%	-9%	2.2%	21%
20	Cc1ccc(N2C(=O)/C(=C\c3ccc(C(C)C)cc3)N=C2SC2CCOC2=O)cc1 (configuration not stated)	-30	563	11%	10%	-3.8%	11%

item	NS5 inhibitors	XIAP displacement	Siah-1 displacement	Myeloid diff MLP	Myeloid diff MLP GFP+ MAC1+ %
11	-7%	/	6%	i	0.3
12	-3%	/	2%	i	0.6
13	/	7.1%	18%	i	0.0
14	-9%	-1.8%	-8%	i	1.1
15	-16%	/	-2%	i	0.9
16	-7%	-3.8%	-2%	i	0.4
17	-6%	-3.8%	-4%	i	0.3
18	-3%	-2.2%	-7%	i	0.5
19	/	/	-2%	i	0.3
20	3%	0.6%	1%	i	0.9

item	canonical_smiles	Hep lipid drop	Hep lipid drop cells 6.5 µM	AID2073	LYP inhibition	HIV fusion peptide	NOD2 inhibition
21	O=[N+]([O-])c1ccc(N2CCN(c3cccc(Cl)c3)CC2)cn1	-5	807	-2%	-4%	0.7%	-12%
22	C=CCN(CC=C)C(=O)C1CCN(Cc2ccc(OCc3ccccc3)cc2)CC1	-19	747	-6%	-13%	-0.6%	-16%
23	COCCCN=C1NN=C(c2cc(C)n(Cc3ccccc3Cl)c2C)CS1	?	/	16%	4%	0.3%	-31%
24	Cc1ccccc1CCN1CCCC(CN(C)C(=O)C(=O)c2ccco2)C1 (configuration not stated)	1	837	2%	-10%	0.2%	-25%
25	CC(C)(C)N(Cc1ccccc1)C(=O)c1cccs1	-19	797	-6%	-6%	-0.5%	18%
26	CS(=O)(=O)Nc1ccc2c(c1)C(=O)OC2	3	794	-1%	-1%	-1.1%	-18%
27	N#C/C(=C\c1cccnc1)c1ccccc1[N+](=O)[O-]	-11	755	-1%	-2%	-0.2%	4%
28	C#CCOc1ccc(Cl)cc1/C=N/O	/	/	-8%	-2%	0.9%	-3%
29	Cc1cc(OC(C)C(=O)N2CCN(c3ccc(F)cc3)CC2)c2c(C)cc(=O)oc2c1 (configuration not stated)	0	703	6%	-9%	3.3%	22%
30	Cc1nc([N+](=O)[O-])cn1CC(O)c1ccc(Cl)cc1 (configuration not stated)	-3	725	10%	-2%	-0.5%	2%

item	NS5 inhibitors	XIAP displacement	Siah-1 displacement	Myeloid diff MLP	Myeloid diff MLP GFP+ MAC1+ %
21	5%	/	-5%	i	0.6
22	2%	/	3%	i	0.1
23	-5%	-22%	-3%	?	/
24	-4%	/	6%	i	4.8
25	-3%	/	-2%	i	0.5
26	-12%	-1.2%	-2%	i	0.4
27	-2%	/	2%	i	3.0
28	-1%	-4.3%	-2%	i	5.8
29	7%	/	1%	i	1.2
30	/	/	1%	i	1.0

item	canonical_smiles	Hep lipid drop	Hep lipid drop cells 6.5 µM	AID2073	LYP inhibition	HIV fusion peptide	NOD2 inhibition
31	O=C(OCc1ccc(Cl)cc1)c1cccnc1Cl	6	665	0%	-3%	1.1%	-4%
32	COc1ccc(CCN(CC(=O)NC2CCCC2)C(=O)CCC(=O)Nc2cc(C)on2)cc1OC	/	/	0%	-5%	2.1%	-4%
33	Cc1ccc(CN(C(=O)c2cc(=O)c3cc(C)cc(C)c3o2)C2CCS(=O)(=O)C2)cc1 (configuration not stated)	4	754	4%	-4%	-1.2%	-20%
34	CSCCC(NC(=O)c1occc1C)C(=O)O (configuration not stated)	-2	701	-7%	-2%	-0.4%	3%
35	COc1cccc(-c2nnc(N)o2)c1	-3	692	11%	-10%	0.0%	12%
36	Cc1nnc(NC(=O)CSc2nc(N)c(NC(=O)c3cccs3)c(=O)[nH]2)s1	-14	693	10%	-7%	-0.2%	14%
37	CCCOc1ccc(/C=N/NC(=O)C2CC2)c(OCCC)c1	-26	759	12%	1%	0.5%	-5%
38	Cc1ccccc1NC(=O)C1C2C=CC(C3CC23)C1C(=O)O (configuration not stated)	3	671	5%	-4%	0.6%	15%
39	CC1CCN(C(=O)COC(=O)Cc2ccc(Br)cc2)CC1	-4	814	-3%	-4%	-2.5%	7%
40	COc1cc(CC(=O)OCC(=O)NCC(C)C)cc(OC)c1OC	-7	693	1%	-7%	-0.1%	4%

item	NS5 inhibitors	XIAP displacement	Siah-1 displacement	Myeloid diff MLP	Myeloid diff MLP GFP+ MAC1+ %
31	2%	-7.6%	-6%	i	0.7
32	-3%	0.7%	2%	i	0.4
33	/	/	-4%	i	0.8
34	3%	-0.3%	-2%	i	0.9
35	-6%	/	6%	i	0.9
36	-1%	/	-4%	i	0.2
37	-11%	/	-3%	i	0.5
38	-5%	-4.6%	7%	i	0.2
39	-7%	/	-2%	i	0.4
40	-5%	-5.3%	3%	i	0.3

4 compounds already listed, ordered by the number in NOD2 inhibition, descending:
| No. | smiles | AID2073 | LYP inhibition | HIV fusion peptide | NOD2 inhibition | NS5 inhibitors | XIAP displacement | Siah-1 displacement | Myeloid diff MLP GFP+ MAC1+ % |
| --- | --- | --- | --- | --- | --- | --- | --- | --- | --- |
| 39 | CC1CCN(C(=O)COC(=O)Cc2ccc(Br)cc2)CC1 | -3% | -4% | -2.5% | 7% | -7% | / | -2% | 0.4 |
| 34 | CSCCC(NC(=O)c1occc1C)C(=O)O (configuration not stated) | -7% | -2% | -0.4% | 3% | 3% | -0.3% | -2% | 0.9 |
| 31 | O=C(OCc1ccc(Cl)cc1)c1cccnc1Cl | 0% | -3% | 1.1% | -4% | 2% | -7.6% | -6% | 0.7 |
| 33 | Cc1ccc(CN(C(=O)c2cc(=O)c3cc(C)cc(C)c3o2)C2CCS(=O)(=O)C2)cc1 (configuration not stated) | 4% | -4% | -1.2% | -20% | / | / | -4% | 0.8 |

Following part
item	canonical_smiles	Hep lipid drop	Hep lipid drop cells 6.5 µM	AID2073	LYP inhibition	HIV fusion peptide	NOD2 inhibition
41	Cc1ccc(S(=O)c2snnc2C)cc1 (configuration not stated)	/	/	29%	-4%	-2.1%	3%
42	Cc1ccc(C(=O)Nc2ccccc2SCC2CSc3nc4ccccc4c(=O)n32)cc1 (configuration not stated)	/	/	-20%	-5%	0.6%	-24%
43	Cc1cc(Cl)ccc1NC(=O)COC(=O)c1nc2nccc(C)n2n1	4	708	3%	-7%	-1.6%	9%
44	CC1=CC(C)[C@H](/C=N/n2c(=O)[nH]c3c([nH]c4ccc(C)cc43)c2=O)C(C)C1 (some centres not stated)	0	791	6%	-13%	-1.4%	-4%
45	CC(NC(=O)COc1cccnc1[N+](=O)[O-])c1ccc(Cl)cc1Cl (configuration not stated)	-1	807	-1%	-5%	-0.2%	5%
46	O=C(NCc1ccc(Cl)cc1)c1cc(=O)[nH]c2ccc(S(=O)(=O)N3CCOCC3)cc12	-3	700	31%	-10%	0.2%	4%

item	NS5 inhibitors	XIAP displacement	Siah-1 displacement	Myeloid diff MLP	Myeloid diff MLP GFP+ MAC1+ %
41	-6%	/	-1%	i	0.3
42	-9%	-5.0%	-3%	i	0.3
43	-14%	-6.1%	2%	i	0.2
44	-3%	-5.8%	-2%	i	0.4
45	-2%	/	11%	i	0.5
46	-3%	/	8%	i	0.4

Source: PubChem (several laboratories)
